From PubChem
TbMetRS inhib – Trypanosoma brucei MetRS inhibition. purified T. brucei MetRS, ATP depletion, Kinase-Glo luminescence. inhibition, % at 11.9 µM. actives 0.4% (n = 360,000). AID 624268;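 active means inhibition above a per-plate cutoff of the control wells' mean inhibition plus 3 SD, cut at about 5.5% in these data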;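 further: 0% = DMSO wells median and 100% = median of wells with control inhibitor compound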
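Test system: purified T. brucei MetRS enzyme. Also added: ATP, methionine and E. coli bulk tRNA substrates. Compound: 11.9 µM single point. Schedule: 15 min enzyme-compound preincubation, 2 h reaction, 10 min detection, 25 °C. Signal: luciferase luminescence of residual ATP, Kinase-Glo. Evaluation: percent inhibition versus plate control medians. Controls: DMSO wells, low control.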
Rin1 Abl inh – inhibitors of human Rin1-Abl protein interaction. TR-FRET Rin1/Abl binding, biochemical. AID 588664. actives 0.4% (n = 360,000). inhibition, % at 7.35 µM; in the data active means inhibition above about 5%, passing the limit was not always enough
MsrA inhibitor – inhibits bovine methionine sulfoxide reductase A; purified bovine MsrA, absorbance read-out; inhibition, % at 15.5 µM; actives 0.75% (n = 360,000); in the data active means inhibition above about 4.5%;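 further: 0% = vehicle wells with enzyme and 100% = reference inhibitor wells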
PABP1 MLLE inh – inhibitors of microRNA-mediated deadenylation, human PABP1 MLLE binding. actives 0.36% (n = 360,000). inhibition, % at 20 µM. GST-MLLE / FITC-PAM2 fluorescence polarization; in the data active means inhibition above about 35%, passing the limit was not always enough;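 further: plate controls were DMSO wells with GST-MLLE for no effect and wells lacking GST-MLLE protein for full effect; some results filed as inactive read as strong as hits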
Target sequence (P11940 whole entry, looked up): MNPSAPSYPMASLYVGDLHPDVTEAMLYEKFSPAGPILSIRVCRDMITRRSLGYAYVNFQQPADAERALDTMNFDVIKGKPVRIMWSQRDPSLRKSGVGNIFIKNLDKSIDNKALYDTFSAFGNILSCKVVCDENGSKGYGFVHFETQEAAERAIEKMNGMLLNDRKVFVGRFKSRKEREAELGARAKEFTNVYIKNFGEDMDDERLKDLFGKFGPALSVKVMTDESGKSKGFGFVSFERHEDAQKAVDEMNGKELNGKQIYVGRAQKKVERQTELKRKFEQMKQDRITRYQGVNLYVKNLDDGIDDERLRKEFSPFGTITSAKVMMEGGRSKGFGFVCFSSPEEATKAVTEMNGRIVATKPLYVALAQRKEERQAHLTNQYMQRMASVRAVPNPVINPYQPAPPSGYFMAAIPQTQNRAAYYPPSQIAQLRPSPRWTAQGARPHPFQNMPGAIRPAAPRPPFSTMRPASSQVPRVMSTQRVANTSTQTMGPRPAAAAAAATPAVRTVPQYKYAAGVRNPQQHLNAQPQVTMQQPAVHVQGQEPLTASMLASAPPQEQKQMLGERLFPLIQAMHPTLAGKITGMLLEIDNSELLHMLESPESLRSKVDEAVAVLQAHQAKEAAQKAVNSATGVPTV
Neddylation inh – cullin neddylation inhibition. AID 651699. calls only at 25 µM. P61081+Q13564. TR-FRET cullin neddylation, biochemical. actives 0.58% (n = 360,000); in the data active means inhibition above about 36%
FAS TE block – blocks the thioesterase domain of human fatty acid synthase; P49327; recombinant FAS-TE, OMFH fluorogenic substrate, fluorescence endpoint; inhibition, % at 15 µM; actives 0.67% (n = 360,000);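 active means compounds whose normalised, plate-corrected inhibition of enzyme fluorescence in the single-dose primary screen is 50% or more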;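 further: 0% = DMSO with enzyme and 100% = substrate without enzyme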
MsrA act – activates bovine MsrA enzyme; purified bovine MsrA, absorbance read-out; activation, % at 10.6 µM; actives 0.3% (n = 360,000); AID 602163; in the data active means activation above about 7.5%;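 further: 0% = vehicle and 100% = reference activator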
CSN deneddyl inh – blocks human CSN-mediated cullin deneddylation; Q92905; Purified CSN, SCF-Nedd8-OG deneddylation, fluorescence polarization; inhibition, % at 12.5 µM; actives 0.38% (n = 360,000); AID 651999;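 active means pattern-corrected inhibition above about 35%, with an unprinted fluorescence ratio check between 0.5 and 1.5, limit read from the data, passing the limit was not always enough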;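 further: 0% = enzyme with substrate and 100% = substrate without enzyme; some results filed as inactive read as strong as hits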
Target sequence (Q92905 whole entry, looked up, one chain of several): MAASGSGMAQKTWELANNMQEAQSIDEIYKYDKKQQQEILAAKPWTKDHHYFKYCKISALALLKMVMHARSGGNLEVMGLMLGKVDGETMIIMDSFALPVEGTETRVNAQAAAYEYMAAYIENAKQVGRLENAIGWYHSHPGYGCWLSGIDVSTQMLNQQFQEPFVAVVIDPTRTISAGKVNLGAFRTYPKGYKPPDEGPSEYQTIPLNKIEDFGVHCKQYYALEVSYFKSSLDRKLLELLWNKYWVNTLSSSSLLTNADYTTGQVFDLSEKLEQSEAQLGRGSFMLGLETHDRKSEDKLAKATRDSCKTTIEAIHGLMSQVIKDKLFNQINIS
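Test system: purified human Csn5 enzyme expressed in HEK293T cells. Amount: 0.24 nM enzyme. Reagent: SCFSkp2-Nedd8OG substrate at 10 nM final. Schedule: 90 min incubation of compound, enzyme and substrate at room temperature. Detection: fluorescence polarization. Read-out: % inhibition of substrate cleavage by Csn5.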
E coli Lon inh – inhibitors of E. coli Lon protease. AID 602123. actives 0.42% (n = 360,000). inhibition, % at 7.94 µM. purified E. coli Lon protease, fluorescence polarization. P0A9M0; in the data active means inhibition above about 13%, passing the limit was not always enough;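 further: 0% = enzyme with probe and DMSO and 100% = no enzyme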
Active calls of the source: *.

For Cc1ccc(N(CC(=O)N/N=C/c2ccco2)S(=O)(=O)c2ccccc2)cc1 the results were TbMetRS inhib -0.1, Rin1 Abl inh -2, MsrA inhibitor 0.9, PABP1 MLLE inh -5, Neddylation inh inactive, FAS TE block 15, MsrA act -2, CSN deneddyl inh 6 and E coli Lon inh 2.
CCOC(=O)c1c(SCC(=O)Nc2nccs2)nc(C)c(C)c1C was read as TbMetRS inhib -0.3, Rin1 Abl inh 3, MsrA inhibitor 1.5, PABP1 MLLE inh 13, Neddylation inh inactive, FAS TE block 3, MsrA act -2, CSN deneddyl inh 3 and E coli Lon inh -3.
`CCOC(=O)CSc1nnc(Cc2ccccc2)n1-c1ccc(C)cc1` gave TbMetRS inhib -0.1, Rin1 Abl inh -1, MsrA inhibitor -1.6, PABP1 MLLE inh -15, Neddylation inh inactive, FAS TE block -3, MsrA act -3, CSN deneddyl inh -4 and E coli Lon inh -2.
CCN(C(=O)Cn1c(=O)oc2ccccc21)c1ccc(C)c(C)c1 was read as TbMetRS inhib -0.7, Rin1 Abl inh 5, MsrA inhibitor 0.9, PABP1 MLLE inh -6, Neddylation inh inactive, FAS TE block 0, MsrA act -3, CSN deneddyl inh -9 and E coli Lon inh 6.
For NC(=O)CC(NC(=O)Cc1ccc(Br)cc1)c1ccc(NCCN2CCCCC2)c([N+](=O)[O-])c1 (stereo not drawn) the results were TbMetRS inhib 0.4, Rin1 Abl inh -5, MsrA inhibitor 0.0, PABP1 MLLE inh -6, Neddylation inh inactive, FAS TE block -10, MsrA act 0, CSN deneddyl inh 5 and E coli Lon inh -5.
`COCCCNC(=O)c1ccc2nc3ccccc3c(=O)n2c1` gave TbMetRS inhib 0.6, Rin1 Abl inh -3, MsrA inhibitor 1.3, PABP1 MLLE inh -3, FAS TE block -7, MsrA act -4, CSN deneddyl inh 2 and E coli Lon inh 2.
`O=C(Nc1ccccc1OC(F)F)c1oc2ccccc2c1COc1ccccc1` gave TbMetRS inhib -1.3, Rin1 Abl inh -4, MsrA inhibitor 0.7, PABP1 MLLE inh -2, FAS TE block 6, MsrA act -7, CSN deneddyl inh 1 and E coli Lon inh -2.
`COc1ccc2cc(-c3[nH]ncc3CN3CCCN(c4ccccc4)CC3)ccc2c1` gave TbMetRS inhib -0.2, Rin1 Abl inh -2, MsrA inhibitor -0.6, PABP1 MLLE inh 4, Neddylation inh inactive, FAS TE block 23, MsrA act 0, CSN deneddyl inh 4 and E coli Lon inh 3.
Screening O=C(CN(C(=O)Cn1nnc(-c2ccc(F)cc2)n1)C1CCCC1)NC1CCCC1 returned TbMetRS inhib -0.4, Rin1 Abl inh 1, MsrA inhibitor 0.7, PABP1 MLLE inh 11, Neddylation inh inactive, FAS TE block 9, MsrA act -1, CSN deneddyl inh 7 and E coli Lon inh 6.
For Cc1ccc(NC(=O)CC(C)CC(=O)NCc2ccccc2)cc1Cl (stereo not drawn) the results were TbMetRS inhib -0.5, Rin1 Abl inh -1, MsrA inhibitor -0.1, PABP1 MLLE inh 4, Neddylation inh inactive, FAS TE block -3, MsrA act 1, CSN deneddyl inh 4 and E coli Lon inh 1.
`COc1cc(-c2c(C#N)c(N)nc(SCc3ccncc3)c2C#N)cc(OC)c1OC` gave TbMetRS inhib -0.7, Rin1 Abl inh -3, PABP1 MLLE inh -5, Neddylation inh inactive, FAS TE block -8, MsrA act 0, CSN deneddyl inh 2 and E coli Lon inh -6.
`Cc1ccc(S(=O)(=O)NC(=O)Nc2cccc(C)n2)cc1` gave TbMetRS inhib 0.0, Rin1 Abl inh -2, MsrA inhibitor 0.7, PABP1 MLLE inh 9, Neddylation inh inactive, FAS TE block -5, MsrA act 0, CSN deneddyl inh -5 and E coli Lon inh 2.
Screening CC(=O)N1CCCC(c2cc(C(=O)Nc3ccccc3)no2)C1 (stereo not drawn) returned TbMetRS inhib -0.6, Rin1 Abl inh -4, MsrA inhibitor -0.8, PABP1 MLLE inh -6, Neddylation inh inactive, FAS TE block -10, MsrA act -7, CSN deneddyl inh -4 and E coli Lon inh 5.
Screening NC(=O)c1ccccc1 returned TbMetRS inhib -1.5, Rin1 Abl inh -3, MsrA inhibitor -1.1, PABP1 MLLE inh -8, Neddylation inh inactive, FAS TE block -8, MsrA act -6, CSN deneddyl inh -4 and E coli Lon inh 1.
Cc1ccc(NC(=O)c2c(C(F)(F)F)nn(C)c2Cl)cc1C was read as TbMetRS inhib 0.0, Rin1 Abl inh -1, MsrA inhibitor -0.1, PABP1 MLLE inh -4, Neddylation inh inactive, FAS TE block -4, MsrA act 0, CSN deneddyl inh 0 and E coli Lon inh 5.
C[C@H]1COC(=O)[C@H](Cc2ccc(F)cc2)CC/C=C/C[C@@H](CC(=O)N(CCO)Cc2ccccc2)C(=O)N1 was read as TbMetRS inhib -0.1, Rin1 Abl inh -1, MsrA inhibitor -0.6, PABP1 MLLE inh -3, Neddylation inh inactive, FAS TE block -6, MsrA act 1, CSN deneddyl inh -1 and E coli Lon inh -9.
Screening CCN(CC)C(=O)CN(C#N)c1nc(NC(C)C)nc(NC(C)C)n1 returned TbMetRS inhib -0.3, Rin1 Abl inh 2, MsrA inhibitor -1.0, PABP1 MLLE inh -21, Neddylation inh inactive, FAS TE block -6, MsrA act 1, CSN deneddyl inh -1 and E coli Lon inh 4.
For COc1ccc(OCC(=O)Nc2cc(S(=O)(=O)N3CCCC3)ccc2OCC(F)(F)F)cc1 the results were TbMetRS inhib -0.4, Rin1 Abl inh 4, MsrA inhibitor 2.0, PABP1 MLLE inh -3, Neddylation inh inactive, FAS TE block 0, MsrA act -3, CSN deneddyl inh 0 and E coli Lon inh -8.
Screening CC(OC(=O)[C@@H](NS(=O)(=O)c1ccccc1)C(C)C)C(=O)c1c(N)n(C)c(=O)n(C)c1=O (stereo partly drawn) returned TbMetRS inhib -0.1, Rin1 Abl inh -1, MsrA inhibitor -1.9, PABP1 MLLE inh 6, Neddylation inh inactive, FAS TE block -2, MsrA act -2, CSN deneddyl inh 1 and E coli Lon inh 1.
Cc1cc(C)cc(OC(C)c2ccnc3nc(/N=C/N(C)C)nn23)c1 (stereo not drawn) was read as TbMetRS inhib -0.2, Rin1 Abl inh 2, MsrA inhibitor 1.4, PABP1 MLLE inh -4, FAS TE block -7, MsrA act -2, CSN deneddyl inh -3 and E coli Lon inh 2.
Screening Brc1cccc(-c2nnc3sc(CN4CCCCC4)cn23)c1 returned TbMetRS inhib -0.5, Rin1 Abl inh 2, MsrA inhibitor 0.8, PABP1 MLLE inh -32, Neddylation inh inactive, FAS TE block -2, MsrA act 1, CSN deneddyl inh 4 and E coli Lon inh -4.
For COc1cc(S(=O)(=O)NCc2ccccn2)ccc1Cl the results were TbMetRS inhib -0.1, Rin1 Abl inh -2, MsrA inhibitor 1.3, PABP1 MLLE inh -4, Neddylation inh inactive, FAS TE block -2, MsrA act -2, CSN deneddyl inh -4 and E coli Lon inh -16.
For COc1ccc(NC(=O)CN(Cc2ccccc2)S(C)(=O)=O)cc1OC the results were TbMetRS inhib 1.0, Rin1 Abl inh -3, MsrA inhibitor 0.7, PABP1 MLLE inh 2, Neddylation inh inactive, FAS TE block -12, MsrA act -3, CSN deneddyl inh -10 and E coli Lon inh -2.
`COc1cc(/C=N/N2CCN(c3ccccc3)CC2)ccc1OC(C)=O` gave TbMetRS inhib 0.0, Rin1 Abl inh -1, MsrA inhibitor -1.2, PABP1 MLLE inh -4, Neddylation inh inactive, FAS TE block 10, MsrA act 0, CSN deneddyl inh 4 and E coli Lon inh -2.
COc1cccc(N(CC(=O)NC2CCCC2)C(=O)CCCC(=O)Nc2ccccn2)c1 was read as TbMetRS inhib -0.5, Rin1 Abl inh 2, MsrA inhibitor -0.3, PABP1 MLLE inh -9, Neddylation inh inactive, FAS TE block -2, MsrA act -2, CSN deneddyl inh 0 and E coli Lon inh 6.
Screening C/C(=N\NC(=O)c1cc2ccccc2cc1O)c1cc2ccccc2o1 returned TbMetRS inhib 0.0, Rin1 Abl inh -8, MsrA inhibitor 0.9, PABP1 MLLE inh -24, Neddylation inh inactive, FAS TE block 12, MsrA act -9, CSN deneddyl inh 3 and E coli Lon inh 5.
Screening CCc1nc(CN2CCN(Cc3ccc(F)c(F)c3)C(CCO)C2)c(C)[nH]1 (stereo not drawn) returned TbMetRS inhib -0.7, Rin1 Abl inh 0, MsrA inhibitor 0.9, PABP1 MLLE inh 2, Neddylation inh inactive, FAS TE block -11, MsrA act -8, CSN deneddyl inh 0 and E coli Lon inh 2.
For COc1ccc(Nc2c[nH]c(=O)[nH]c2=O)cc1 the results were TbMetRS inhib -0.2, Rin1 Abl inh -2, MsrA inhibitor 0.0, PABP1 MLLE inh -1, Neddylation inh inactive, FAS TE block -2, MsrA act 1, CSN deneddyl inh 1 and E coli Lon inh -3.
`CO[C@H]1O[C@H](CBr)[C@@H](OC(=O)c2ccccc2)[C@H](O)[C@H]1O` gave TbMetRS inhib -0.4, Rin1 Abl inh -1, MsrA inhibitor -0.9, PABP1 MLLE inh 0, Neddylation inh inactive, FAS TE block -4, MsrA act -4, CSN deneddyl inh 9 and E coli Lon inh -1.
COc1ccc(S(=O)(=O)N2CCCCC2)cc1NC(=O)CCNC(=O)c1ccc(Br)cc1 was read as TbMetRS inhib -0.3, Rin1 Abl inh 1, MsrA inhibitor -1.7, PABP1 MLLE inh -2, Neddylation inh inactive, FAS TE block 24, MsrA act -5, CSN deneddyl inh -3 and E coli Lon inh -3.
`COc1ccccc1-c1noc(CSc2nc(N)cc(=O)[nH]2)n1` gave TbMetRS inhib -0.6, Rin1 Abl inh 1, MsrA inhibitor 0.5, PABP1 MLLE inh 21, Neddylation inh inactive, FAS TE block -8, MsrA act -3, CSN deneddyl inh 3 and E coli Lon inh -1.
CN(Cc1cccnc1)C(=O)c1ccc2nc(Cc3ccccc3F)oc2c1 was read as TbMetRS inhib -0.1, Rin1 Abl inh 4, MsrA inhibitor -0.4, PABP1 MLLE inh -17, Neddylation inh inactive, FAS TE block 0, MsrA act 0, CSN deneddyl inh 1 and E coli Lon inh 2.
Screening O=C(O)c1nc(N2CCCC2)ncc1Cl returned TbMetRS inhib -1.0, Rin1 Abl inh -3, MsrA inhibitor 1.3, PABP1 MLLE inh -10, Neddylation inh inactive, FAS TE block -7, MsrA act -6, CSN deneddyl inh -3 and E coli Lon inh -3.
Screening O=C(O)c1nccnc1C(=O)NCc1csc2ccc(Cl)cc12 returned TbMetRS inhib 0.4, Rin1 Abl inh 0, MsrA inhibitor -1.0, PABP1 MLLE inh 9, Neddylation inh inactive, FAS TE block -6, MsrA act 2, CSN deneddyl inh 0 and E coli Lon inh 5.
O=S1(=O)N=C(N(CCO)/N=C/c2ccc(Cl)cc2)c2ccccc21 was read as TbMetRS inhib 0.1, Rin1 Abl inh -2, MsrA inhibitor 0.4, PABP1 MLLE inh -1, Neddylation inh active, FAS TE block 3, MsrA act 0, CSN deneddyl inh -1 and E coli Lon inh -6.
Screening NC(=O)NC(CC(=O)OCC(=O)Nc1nnc(-c2ccccc2)o1)c1ccc(Cl)cc1 (stereo not drawn) returned TbMetRS inhib -0.3, Rin1 Abl inh 2, MsrA inhibitor 1.1, PABP1 MLLE inh -9, Neddylation inh inactive, FAS TE block -9, MsrA act -9, CSN deneddyl inh 2 and E coli Lon inh 2.
